Assay outcomes (PubChem BioAssay)
TTR transcr act = increases transthyretin transcription. SH-SY5Y TTR promoter Gaussia luciferase, luminescence; 100% = recombinant luciferase protein wells. 92,000 compounds, 1.3% hits. AID 1117267. activation, % at 16.7 µM;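 active = activation above the mean of all tested compounds plus 3 SD, cut at about 9.5% in these data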;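 also: cells exposed to compounds for one day before reading; 0% = median of all test compound wells on the plate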
An asterisk follows results filed as active. Only part of the results is shown, so the mix of outcomes need not match the whole.

TTR transcr act | mol
-1.9 | O=C(CSCc1ccc(Cl)cc1Cl)Nc1nccs1
-0.3 | COc1ccc(NC(=O)CS(=O)CC(=O)Nc2ccc(OC)c(OC)c2)cc1 (stereo not drawn)
2.6 | O=C(NCC1CCCO1)C1CCN(C2CCN(Cc3ccco3)CC2)CC1 (stereo not drawn)
-0.8 | Cc1cnn(C(=O)c2cc(-c3ccccn3)nc3ccc(Cl)cc23)c1
-1.4 | COc1ccc(CCNC(=O)c2cccnc2)cc1OC
-0.8 | CC1=C(C(=O)N2CCCCCC2)CC(CC(=O)NCc2ccco2)C(=O)N1Cc1ccccc1 (stereo not drawn)
1.4 | N#C/C(=C\c1c[nH]c2ccccc12)C(=O)Nc1ncc(Cc2ccc(Cl)cc2Cl)s1
-0.3 | O=C(N/N=C/c1ccc2c(c1)OCO2)c1cc(-c2ccccc2)nc2ccccc12
4.8 | Cc1cccc(N2CCN(C(=O)Cc3c(C(=O)O)[nH]c4ccc(Cl)cc34)CC2)c1C
-0.5 | Clc1ccc(-c2csc3ncnc(N4CCc5ccccc5C4)c23)cc1

Later entries
TTR transcr act | mol
8.9 | C[C@H]1C=C(C(=O)NCc2nc3ccccc3[nH]2)O[C@@H](OCCCCO)C1
0.9 | O=c1[nH][nH]c2c1C(c1ccc(F)cc1)OC(CCc1ccccc1)C2 (stereo not drawn)
-2.2 | COc1cc([N+](=O)[O-])cc(/C=N/NC(=O)c2cncc(Br)c2)c1O
0.8 | C[C@@H]1CCCCO[C@H](CN(C)C(=O)Nc2ccc(C(F)(F)F)cc2)[C@@H](C)CN([C@H](C)CO)C(=O)c2cc(NC(=O)Nc3ccc4c(c3)OCO4)ccc2O1
-2.2 | CN(C(=O)c1ccccc1C(=O)OCC(=O)Nc1ccccc1)c1ccccc1
-1.7 | Cc1ccccc1C(=O)NC(=S)Nc1ncccn1
-0.9 | Cc1ccc(C(N)=S)c(C)c1
-3.0 | COc1ccc(C(=O)N2CCN(C3CCC(c4ccccc4)CC3)CC2)cc1OC (stereo not drawn)
4.5 | Cc1ccc(S(=O)(=O)N2CCCCC2)cc1NC(=O)c1ccc2ccccc2n1
0.1 | CC(Oc1ccccc1F)C(=O)NN (stereo not drawn)

3 compounds out of the list, arranged by SMILES length, falling.
TTR transcr act | mol
-2.2 | COc1cc([N+](=O)[O-])cc(/C=N/NC(=O)c2cncc(Br)c2)c1O
-3.0 | COc1ccc(C(=O)N2CCN(C3CCC(c4ccccc4)CC3)CC2)cc1OC (stereo not drawn)
-1.7 | Cc1ccccc1C(=O)NC(=S)Nc1ncccn1

Following part.
TTR transcr act | mol
-0.6 | Cc1ccc(-n2nc3ccc(N)cc3n2)cc1Cl
1.3 | Cc1cc(C)c2c(=O)[nH]c(SCC(=O)c3ccc(C)c(C)c3)nc2n1
1.4 | CCOC(=O)Nc1ccc2c(c1)OCO2
2.6 | COc1ccc2cc(Br)ccc2c1CC(=O)NCC1CCCO1 (stereo not drawn)
-0.2 | CN(Cc1ccccc1)C(=O)COC(=O)c1cc(Cl)nc(Cl)c1
0.6 | O=[N+]([O-])c1cccc(S(=O)(=O)NCCCN2CCOCC2)c1
-0.8 | O=C(COC(=O)c1ccc([N+](=O)[O-])s1)NC(=O)NCc1ccccc1
1.8 | O=C(C1Cc2ccccc2O1)N1CCCCC1 (stereo not drawn)
0.2 | COc1ccc(CNS(=O)(=O)c2ccc3c(c2)N(C)CCO3)cc1
-1.1 | NC(=O)C1(N2CCCCC2)CCN(C(=O)c2ccc(C#Cc3ccccc3)o2)CC1

Next section:
TTR transcr act | mol
1.1 | Cc1cc2[nH]c(=O)cc(-c3ccccc3)n2n1
-0.5 | O=C(OCC(=O)N1CCCC1=O)c1cc(Cl)ccc1O
1.3 | Cc1ccc(NC(=O)C2CCCO2)c(Br)c1 (stereo not drawn)
0.3 | COc1ccc(NC(=O)CCc2nnc3ccc(N4CCN(c5cccc(OC)c5)CC4)nn23)cc1
12* | C=CCC1c2cccc(C(=O)O)c2C(=O)N1c1ccc(F)cc1 (stereo not drawn)
-0.3 | CC(=O)NCc1ccc(-c2csc(NC(=O)CCc3nc4ccccc4c(=O)[nH]3)n2)s1
-0.6 | CCSc1ccccc1C(=O)Nc1nncs1
1.0 | O=C/C(=C\Nc1ccccn1)c1nc2cc(Cl)ccc2o1
-0.6 | Cc1ccc(-c2nc3c(cnn3-c3ccccc3)c(=O)o2)cc1
-1.3 | CN1OC[C@@H]2CN(Cc3cc(Cl)cc(Cl)c3)[C@H](c3cccc(-c4ccc(C#N)cc4)c3)C[C@@H]21

(continued)
TTR transcr act | mol
-2.4 | COc1ccc(C)cc1S(=O)(=O)N1CCN(C(=O)c2ncoc2-c2ccc(C)cc2)CC1
-1.8 | CSc1nccc(Oc2cccc(C#N)c2)n1
-1.3 | O=C(NC1CCCCC1)c1ccc([N+](=O)[O-])cc1
2.2 | Cc1cccc(C)c1N1C(=O)C(Cl)=C(N2CCCC2)C1=O
2.8 | O=C(Nc1ccncc1)C1CCN(S(=O)(=O)c2cccs2)CC1
3.1 | CCOC(=O)N1CCC(Nc2c(NCCCN(C)Cc3ccccc3)c(=O)c2=O)CC1
0.1 | CC(C)(C)c1cc(NCCCn2ccnc2)n2ncc(-c3ccccc3)c2n1
-0.3 | CCCCOc1ccccc1NC(=O)Cn1c(-c2nonc2N)nc2ccccc21
-2.0 | O=C1NC(=S)NC(=O)C1Nc1ccc(Cl)cc1
0.7 | CNc1nc(NCCCN2CCCC2=O)c2sccc2n1

Next part
TTR transcr act | mol
1.9 | Cc1c(NC(=O)CSc2ccccn2)c(=O)n(-c2ccccc2)n1C
1.7 | Cc1cccc2sc(NC(=O)CN3C(=O)c4ccccc4C3=O)nc12
0.5 | COc1ccc(CCNC(=O)C2CCC(CNS(=O)(=O)c3ccc(F)cc3)CC2)cc1OC (stereo not drawn)
0.4 | Cc1ccccc1OCC(=O)NNC(=O)Cn1[nH]c(=O)c2ccccc2c1=O
0.8 | Cc1ccc(S(=O)(=O)N2C[C@H]3n4c(=O)ccc(=O)n4C[C@H](OC(=O)NC4CCCC4)[C@@]3(O)C2)cc1
1.0 | CCOC(=O)c1ccc(N2C(=O)C(CC(N)=O)N(CCc3ccc(OC)c(OC)c3)C2=S)cc1 (stereo not drawn)
0.8 | CC1CC(C)CN(c2ccc(C(=O)OCC(=O)NC3CCCc4ccccc43)cc2[N+](=O)[O-])C1 (stereo not drawn)
-0.6 | O=C(CCc1nc(-c2ccccc2Cl)no1)NC1CCCCC1
-1.0 | COc1cccc(Cn2c(=O)c3ccccc3n3nc(C)cc23)c1
-1.9 | CCN1C(=O)[C@H]2[C@@H](c3ccc(C)cc3)N3C(=O)N(c4cccc(Cl)c4)C(=O)[C@@]3(Cc3ccccc3)[C@H]2C1=O

7 of the compounds above, bar-delimited:
SMILES | TTR transcr act
COc1ccc(NC(=O)CS(=O)CC(=O)Nc2ccc(OC)c(OC)c2)cc1 (stereo not drawn) | -0.3
O=C(NCC1CCCO1)C1CCN(C2CCN(Cc3ccco3)CC2)CC1 (stereo not drawn) | 2.6
Cc1cnn(C(=O)c2cc(-c3ccccn3)nc3ccc(Cl)cc23)c1 | -0.8
COc1ccc(CCNC(=O)c2cccnc2)cc1OC | -1.4
CC1=C(C(=O)N2CCCCCC2)CC(CC(=O)NCc2ccco2)C(=O)N1Cc1ccccc1 (stereo not drawn) | -0.8
N#C/C(=C\c1c[nH]c2ccccc12)C(=O)Nc1ncc(Cc2ccc(Cl)cc2Cl)s1 | 1.4
O=C(N/N=C/c1ccc2c(c1)OCO2)c1cc(-c2ccccc2)nc2ccccc12 | -0.3

The results go on.
TTR transcr act | mol
6.6 | Cc1cc(C)c(OCCCCN2CCNCC2)c(C)c1
1.9 | Cc1ccccc1NC(=O)NCC1CCN(C(=O)OC(C)(C)C)CC1
-0.6 | Cc1ccccc1C(=O)NNc1ccc(-c2csnn2)cc1
-0.5 | COc1ccccc1Cc1c(-c2ccccc2)nc2cc(C)c(Br)c(C)n12
5.0 | CN1C2CCC1CC(NS(=O)(=O)c1cc(Cl)c(Cl)cc1Cl)C2 (stereo not drawn)
-0.9 | Cc1cc(C)n2c(NC3CCCCC3)c(-c3ccccn3)nc2n1
-0.1 | Cc1ncoc1C(=O)N1CCCC(C(=O)c2ccc(C(F)(F)F)cc2)C1 (stereo not drawn)
-0.6 | COC(=O)N[C@@H]1C[C@H]2[C@@H]3CC[C@H]4C[C@@H](OC)CC[C@]4(C)[C@H]3CC[C@]12C
7.6 | COC(CNC(=O)C1CCN(C(=O)c2cc3oc(C)cc3n2Cc2c(F)cccc2Cl)CC1)OC
-4.3 | CCOC(=O)NCC(C#CCN(CC)CC)N(CC)CC (stereo not drawn)

New compounds follow:
TTR transcr act | mol
2.0 | COc1ccc(C(=O)NNC(=O)CSc2nc3c([nH]2)c(=O)n(C)c(=O)n3C)cc1
3.1 | CC1(C)CC2(CCO1)OC(=O)CC2C(=O)Nc1c(Cl)cccc1Cl (stereo not drawn)
1.8 | Cc1cccc(NC2=C(C#N)C(=O)NC3(CCCC3)S2)c1
12* | COc1ccc2c3c1OC1CC(O)C=CC31CCN(C)C2 (stereo not drawn)
5.2 | CC(C)Oc1ccc(C(=O)NC(Cc2c[nH]c3ccccc23)C(=O)NN)cc1 (stereo not drawn)
0.1 | Cc1cccc(NC(=O)c2cc(Cl)ccc2[N+](=O)[O-])c1
-0.2 | CCc1ccc2c(CC(=O)Nc3cccc(S(=O)(=O)N4CCOCC4)c3)coc2c1
-1.7 | NN/C(=C\[N+](=O)[O-])Nc1ccccc1
-1.4 | C#CCOCCOCCOCCNc1nc(N2CCN(C(=O)Cn3cc(CCCN=C(N)N)nn3)CC2)nc(N2CCN(C(=O)Cn3cc(CC(C)O)nn3)CC2)n1 (stereo not drawn)
2.6 | COc1ccccc1CCN=C(N)NS(=O)(=O)c1cccs1

Further entries:
TTR transcr act | mol
5.6 | O=c1[nH]oc(O)c1-c1ncc(C(F)(F)F)cc1Cl
-1.7 | CCn1c2ccc(C)cc2c2nnc(SCCN3CCOCC3)nc21
-2.5 | O=[N+]([O-])c1cc(S(=O)(=O)N2CCCCCC2)ccc1F
3.7 | COc1cc(C(=O)O/N=C(\N)c2ccccn2)cc(OC)c1OC
-0.9 | Cc1ccc(S(=O)(=O)N2CCCC(C)C2)cc1 (stereo not drawn)
1.2 | O=[N+]([O-])c1cccc(-c2ccc(SCc3ccccn3)nn2)c1
3.1 | Cc1csc(NC(=O)CSc2nnc(-c3ccoc3C)n2C(C)c2ccccc2)n1 (stereo not drawn)
-0.7 | CCOC(=O)c1sc(NC(=O)CSc2nc3c(cc2C#N)CCCCCC3)c(C#N)c1C
-1.3 | CC(C(O)C12CC3CC(CC(C3)C1)C2)N1CCCCC1 (stereo not drawn)
1.1 | Cc1ccc(C(C[N+](=O)[O-])c2c(C)cc3ccccn23)cc1 (stereo not drawn)

(further entries)
TTR transcr act | mol
1.5 | Cc1cccc(N(C)C(=O)c2coc(=O)c3ccccc23)c1
-1.2 | CSc1ccc(CN(C)C(=O)CN2C(=O)NC3(CCCC3)C2=O)cc1
0.0 | Cc1ccc(S(=O)(=O)C2(C(=O)Nc3ccc(C(C)C)cc3)CC2)cc1
1.4 | Cc1cccc(N)c1SC1CCCCC1O (stereo not drawn)
0.4 | CC1CC(C)(C)NC(=S)N1CCCC(=O)N1CCN(c2ccc(F)cc2)CC1 (stereo not drawn)
-0.6 | CC(C)[C@H](NC(=O)[C@@H]1Cc2ccccc2CN1)C(=O)Nc1ccc2c(c1)OCCO2
0.1 | COc1ccc(OC)c(CNC(=O)CCNC(=O)Cn2ccc3ccccc3c2=O)c1
3.4 | Cc1cn([C@H]2C[C@H](O)[C@@H](CNCc3ccc(N4CCN(C)CC4)cc3F)O2)c(=O)[nH]c1=O
2.5 | NCCC(=O)Nc1ccc(Cl)cc1C(=O)c1ccc[nH]1
0.6 | CC(C)CCOc1ccc(Cl)cc1CN1CCOCC1

Continued.
TTR transcr act | mol
3.2 | Cc1ccc(C)c(NC(=O)C2CC(=O)N(C3CCCCC3)C2)c1 (stereo not drawn)
0.5 | CCCC1CCC2(CC1)CCC2OC(=O)Nc1ccc(F)cc1 (stereo not drawn)
1.3 | Cc1ccc(-n2c(N)c(C(=O)Nc3c(C)n(C)n(-c4ccccc4)c3=O)c3nc4ccccc4nc32)cc1
1.2 | CCOC(=O)C(Cc1ccccc1)P(=O)(OCC)OCC (stereo not drawn)
-1.1 | CCOC(=O)[C@]12CCCC=C1N(Cc1ccc(OC)cc1)C(=O)[C@@H]2CC(=O)NCCc1ccccc1OC
5.3 | CC(C)(C)NC(=O)[C@@H](c1cccnc1)N(C(=O)c1ccco1)c1ccc(C(C)(C)C)cc1
5.5 | CN(C)C(=O)CCc1ccc2c3c([nH]c2c1)[C@]1(C)[C@@H](C(=O)N2CCOCC2)C[C@H](CC(=O)NCc2ccco2)C(=O)N1CC3
-1.8 | O=C(/C=C/c1ccccc1)NCCOc1ccccc1
-0.8 | O=S(=O)(c1cc(Cl)cc(Cl)c1)N1CCCC1c1nc2ccccc2s1 (stereo not drawn)
-0.4 | Nc1[nH]c(C(=O)c2ccccc2)c(-c2ccc(Cl)cc2)c1C(=O)NCCC1=CCCCC1

New compounds follow:
TTR transcr act | mol
1.9 | CCC1(c2ccc(F)cc2)NC(=O)N(CC(=O)Nc2cccc(S(=O)(=O)N3CCOCC3)c2)C1=O (stereo not drawn)
1.1 | COc1cc2c(cc1OC)CN(C(=O)c1ccc(S(=O)(=O)N(C)c3ccccc3)cc1)CC2
0.6 | Cc1cccc(-c2noc(-c3c(C)noc3C)n2)c1
4.5 | CC(NC(=O)CCN1C(=O)c2ccccc2C1=O)c1ccc2c(c1)CCCC2 (stereo not drawn)
-1.4 | O=C(CSc1nnc(-c2cccc(F)c2)o1)NC1CCCC1
0.0 | O=C(O)COc1ccc(S(=O)(=O)NCCc2ccccc2)cc1
1.1 | CCCCCCN1C[C@@H](O)[C@H](n2cc(-c3ccc(F)cc3)nn2)C[C@@H]1c1ccc(C)cc1
-0.5 | CCCC(C)NC(=O)c1c2c(nc3ccccc13)CCC2 (stereo not drawn)
0.9 | O=C(O)c1ccccc1Nc1cc(Cl)c2nonc2c1[N+](=O)[O-]
-1.9 | CN(c1ccccc1)S(=O)(=O)c1ccc(Cl)c(C(=O)OCC(=O)N2CCOCC2)c1
1.3 | CC(=O)Nc1ccccc1OCC(=O)NC1CCCCC1C (stereo not drawn)
-1.3 | CCOc1ncccc1C(=O)Nc1cc2c(cc1Br)OCCO2
